DT40 TDP1 CPT – DT40-hTDP1 cell growth loss with CPT; chicken DT40 Tdp1-/-;hTDP1 cells + 20 nM CPT, ATP luminescence, 48 h; hit rate 12% among 420,000; Potency, µM (top dose mostly 46.2 µM), inactives show at the top dose activity change, negative = growth inhibition, most hits filed as inhibitors; note: nearly all actives have a fitted effect of over 55% in size
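Chicken DT40 Tdp1-/- cells stably complemented with human TDP1 were seeded at 400 cells/well in medium containing 20 nM camptothecin, exposed to pin-transferred compounds, and grown at 37 °C for at least 48 hr. Viability was read as ATP luminescence.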
TDP1 inh – blocks human tyrosyl-DNA phosphodiesterase 1. hit rate 0.28% among 350,000. Potency, µM (titrated, usually from 130 µM), inactives show at the top dose activity change, negative = inhibition, actives largely listed as inhibitors. Q9NUW8. AID 485290. recombinant TDP1, AlphaScreen DNA substrate cleavage; note: nearly all actives have a fitted effect of over 40% in size
Target sequence (Q9NUW8 whole entry, looked up): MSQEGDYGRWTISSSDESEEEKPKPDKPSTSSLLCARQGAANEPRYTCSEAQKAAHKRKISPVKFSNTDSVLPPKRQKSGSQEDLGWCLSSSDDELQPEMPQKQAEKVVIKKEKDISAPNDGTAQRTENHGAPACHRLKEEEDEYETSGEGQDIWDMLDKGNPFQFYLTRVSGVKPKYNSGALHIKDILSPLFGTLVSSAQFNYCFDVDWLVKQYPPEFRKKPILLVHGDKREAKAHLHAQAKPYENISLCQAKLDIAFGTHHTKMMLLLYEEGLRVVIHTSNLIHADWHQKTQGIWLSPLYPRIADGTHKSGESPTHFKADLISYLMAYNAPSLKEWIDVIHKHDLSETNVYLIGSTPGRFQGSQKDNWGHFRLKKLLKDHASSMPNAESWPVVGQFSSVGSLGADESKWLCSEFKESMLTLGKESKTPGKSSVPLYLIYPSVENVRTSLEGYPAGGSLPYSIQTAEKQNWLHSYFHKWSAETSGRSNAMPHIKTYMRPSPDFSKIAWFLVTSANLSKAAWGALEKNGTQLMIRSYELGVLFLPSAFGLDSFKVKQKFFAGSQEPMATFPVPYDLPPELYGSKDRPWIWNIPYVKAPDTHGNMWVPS
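Recombinant E. coli-expressed Tdp1 (1 nM) preincubated with compound 15 min at RT, then 5'-biotin/3'-phosphotyrosine-FITC DNA substrate (15 nM) added for 5 min. AlphaScreen beads (10 ug/ml) added, 10 min RT; tyrosine-FITC cleavage read as signal loss.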
DT40 TDP1 no CPT – qHTS for Inhibitors of human tyrosyl-DNA phosphodiesterase 1 (TDP1): qHTS in cells in absence of CPT | hit rate 15% among 420,000 | DT40 Tdp1-/- hTDP1 cells, no CPT, ATP luminescence, 48 h | AID 686978, 2013 | Potency, µM (series often up to 46.2 µM), without a hit: top-dose activity change, negative = growth inhibition, actives largely listed as inhibitors; note: nearly all actives have a fitted effect of over 55% in size
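Chicken DT40 Tdp1-/- cells stably complemented with human TDP1 were seeded at 400 cells/well with DMSO in place of 20 nM camptothecin. After compound pinning, cells grew at least 48 hr at 37 °C; viability read by CellTiter-Glo luminescence.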
* hit, by the source's call; ? = inconclusive; nt = not tested or not shown; [ ] = remark or other dose. Calls come from the whole dose curve; as a rule, active = well fitted curve in the direction sought with a large enough effect; inconclusive = small, poorly fitted or top-dose-only effect, or another doubt; inactive = no such curve, though single readings can be large; an effect the other way counts as inactive or inconclusive. % is set by controls: 0 for no effect and ±100 for the full control effect; potency is the fitted concentration of half-maximal effect.

SMILES	DT40 TDP1 CPT	TDP1 inh	DT40 TDP1 no CPT
CN(CC(=O)Nc1c(Cl)cccc1Cl)C(=O)c1n[nH]c2ccccc12	2%	nt	-9%
COc1ccc(CCC(=O)OCC(=O)Nc2ccccc2)cc1	9%	3%	-16%
Cc1ccc(-n2ncc3c(N4CCC(C)CC4)ncnc32)cc1C	?	-5%	?
COC(C(=O)N/N=C(\C)CC(=O)Nc1ccc(N(C)C)cc1)c1ccccc1 (centres undefined)	2%	6%	-8%
CCOC(=O)C1(C)CCN1C(=O)CSc1ccccc1 (centres undefined)	-3%	nt	3%
CCN(CCCNC(=O)CSc1cc(=O)n(CC)c2ccccc12)c1ccccc1	?	7%	?
O=C(CSc1nnc(-c2cccnc2)n1C1CCCCC1)NC1CCCCC1	2%	10%	-12%
O=S(=O)(Nc1cccc(C(F)(F)F)c1)c1ccc(-c2cnc(C3CC3)o2)cc1	3.7µM*	1%	2.6µM*
Cc1noc(N)c1C(=O)Nc1ccc(C(C)(C)C)cc1	?	-2%	?
O=C(O)CN(c1ccccc1)S(=O)(=O)c1cc(C(F)(F)F)cc(C(F)(F)F)c1	-11%	3%	0%
CCN(CC)S(=O)(=O)c1ccc(NS(=O)(=O)c2ccc(C)c(C)c2)cc1	11%	6%	-17%
COc1ccc(N2C(=O)C(=O)/C(=C(/O)c3ccc(C)cc3)C2c2cccnc2)cc1 (centres undefined)	10%	5%	1%
O=c1cnc2cnc(Oc3cccc(Cl)c3)nc2n1CCc1ccccc1	?	nt	-15%
NS(=O)(=O)c1ccc(NC(=O)c2cccc3ccccc23)cc1	11%	nt	2%
CC(O/N=C/c1ccc(OC(F)F)cc1)C(=O)Nc1cccc(S(=O)(=O)N2CCOCC2)c1 (centres undefined)	?	1%	?
COc1ccc(N2CCN(C(=O)COC(=O)c3ccc(CSC)o3)CC2)cc1	-28%	5%	-21%
CC1(Oc2ccc(Cl)cc2)CCN(Cc2ccc(-c3ccccn3)cc2)C1 (centres undefined)	?	nt	?
O=C(O)c1cc(NCc2cccs2)ccc1N1CCOCC1	-4%	4%	-11%
Cc1cccc(C(=O)Nc2ccc(C(=O)c3ccccc3)cc2)c1	?	nt	?
C[C@H]1CN([C@@H](C)CO)C(=O)CCCn2nncc2CO[C@H]1CN(C)S(=O)(=O)c1cccs1	-8%	nt	-20%
O=C(Nc1ccc2c(c1)OCCO2)C(c1cc2ccccc2o1)N1CCN(C/C=C/c2ccccc2)CC1 (centres undefined)	15µM*	nt	16µM*
O=C(NC(=S)Nc1ccc2c(c1)OCCO2)c1ccc(F)cc1Cl	-26%	5%	-29%
CCOC(=O)/C(C#N)=C/Nc1cc(C(C)(C)C)sc1C(C)=O	-14%	0%	?
C=CC[C@@H](CC(=O)N(CCO)Cc1ccccc1)C(=O)N[C@H](COC(=O)[C@@H](CC=C)Cc1ccc(F)cc1)C(C)(C)C	21µM*	2%	13µM*
CNC(=O)C[C@H]1C(=O)N(c2ccccc2)C[C@@H]1Cc1ccccc1	-13%	nt	-4%
COc1cc(CC(=O)OCC(=O)Nc2ccc([N+](=O)[O-])cc2)cc(OC)c1OC	6%	-5%	-7%
CC(=O)Nc1cc(NC(C)=O)cc(C(=O)NCC2(N3CCOCC3)CCCCC2)c1	1%	22µM*	3%
Cc1ccccc1NC(=O)CSc1nc(N2CCCCC2)nc(N2CCCCC2)n1	?	5%	-15%
COc1ccc([N+](=O)[O-])cc1NC(=O)C(C)OC(=O)CN1C(=O)C2CC=CCC2C1=O (centres undefined)	8%	-3%	-18%
Cc1cccc(C)c1NC(=O)c1csc(COCCO)n1	0%	nt	-5%

Molecules shown so far with a CF3 group:
SMILES	DT40 TDP1 CPT	TDP1 inh	DT40 TDP1 no CPT
O=S(=O)(Nc1cccc(C(F)(F)F)c1)c1ccc(-c2cnc(C3CC3)o2)cc1	3.7µM*	1%	2.6µM*
O=C(O)CN(c1ccccc1)S(=O)(=O)c1cc(C(F)(F)F)cc(C(F)(F)F)c1	-11%	3%	0%

Remaining list, next part:
SMILES	DT40 TDP1 CPT	TDP1 inh	DT40 TDP1 no CPT
COc1ccc(-c2c(C(=O)c3ccccc3)[nH]c(N)c2C(=O)c2ccc(Br)cc2)cc1OC	?	nt	?
CC(=O)Cn1ncc(N2CCOCC2)c(Br)c1=O	-3%	5%	2%
COc1cc(-c2noc(-c3ccc(NCc4cccnc4)c([N+](=O)[O-])c3)n2)cc(OC)c1OC	7.3µM*	9%	6.5µM*
CCCCOc1ccc(C(=O)NN2C(=O)NC3(CCCCC3)C2=O)cc1OC	-15%	3%	-21%
Cc1ccc(CN(c2ccc(C(=O)NCc3cccnc3)cc2)S(C)(=O)=O)cc1	?	2%	-29%
O=C(NCCCN1CCCC1)c1ccc(CSCc2cccc(Cl)c2)o1	?	5%	?
O=C(COC(=O)/C=C/c1ccc(Cl)cc1)NC(=O)NCc1ccccc1	?	1%[56.1 µM]	-19%
COc1ccc(CN2CCC(C(=O)Nc3ccc(Oc4cccnc4)cc3)CC2)c(C)c1C	?	4%	2.9µM*
CC(C)CN(C(=O)COC(=O)c1ccc([N+](=O)[O-])s1)c1c(N)n(Cc2ccccc2)c(=O)[nH]c1=O	?	-5%	-19%
Cc1cc(=O)nc2c3ccccc3n(CC(=O)NCCCN3CCOCC3)n12	?	5%	?
CCN(CC(=O)NCC(=O)Nc1cccc(C)c1C)Cc1ccccc1	-20%	4%	-8%
O=[N+]([O-])c1ccccc1N/N=C1\CC2CC=CC12 (centres undefined)	-21%	10%	-27%
CCOC(=O)N1CCN(CC(=O)Nc2nccs2)CC1	0%	nt	0%
CCOC(=O)c1sc(NC(=O)c2ccccc2OCC)nc1C	21µM*	-3%	?
CCCCC(=O)c1ccc(OC(=O)c2ccc([N+](=O)[O-])cc2)cc1	-27%	nt	-16%
CC(C)(C#N)Cc1cc(CC(C)(C)C#N)cc(C(C)(C)C)c1	-12%	nt	-14%
COc1ccc(NC(=O)c2sc(Cl)nc2-c2ccccc2)cc1	?	1%	?
CCCc1cc(=O)[nH]c(SCC(=O)N(CC)Cc2ccccc2)n1	-8%	-2%	5%
O=C(Nc1ccc(OC(F)(F)F)cc1)c1ccc2nc[nH]c2c1	-24%	nt	?
CC(C)c1nc(C(N)=O)c2[nH]c(=O)n(-c3ccc(F)cc3)c2n1	-19%	nt	?

Single values from the entries so far:
DT40 TDP1 CPT with CC(C)c1nc(C(N)=O)c2[nH]c(=O)n(-c3ccc(F)cc3)c2n1 is entered as -19%
DT40 TDP1 no CPT with CCCCC(=O)c1ccc(OC(=O)c2ccc([N+](=O)[O-])cc2)cc1 is entered as -16%
TDP1 inh with O=[N+]([O-])c1ccccc1N/N=C1\CC2CC=CC12 (centres undefined) is entered as 10%

Next part.
SMILES	DT40 TDP1 CPT	TDP1 inh	DT40 TDP1 no CPT
CCc1ccc(CN(Cc2ccco2)C(=O)COc2ccccc2Cl)cc1	?	-2%	23µM*
O=C(CN1C(=O)NC2(CCCC2)C1=O)Nc1cc(S(=O)(=O)N2CCOCC2)ccc1OCC(F)(F)F	-12%	1%	-1%
Cc1ccc(-n2ncc(C(=O)NCc3ccc4c(c3)OCO4)c2C2CCN(C(=O)OC(C)(C)C)CC2)cc1C	23µM*	6%	?
CS(=O)(=O)N(CC(=O)NCc1ccncc1)Cc1ccc(Cl)cc1	7%	0%	-27%
COCCOc1ccc(C(F)(F)F)cc1NC(=O)c1ccc(C)cc1	-24%	-3%	-6%
CCOC(=O)C1=C(C)C(c2ccc(OC)cc2OC)NC(=O)N1 (centres undefined)	-5%	0%	-19%
Cc1ccn2c(Cc3ccccc3)c(-c3ccc(Br)cc3)nc2c1	21µM*	nt	?
CN[C@@H]1[C@H](O[C@H]2[C@H](O[C@H]3[C@H](O)[C@@H](O)[C@H](N=C(N)N)[C@@H](O)[C@@H]3N=C(N)N)O[C@@H](C)[C@]2(O)C=O)O[C@@H](CO)[C@H](O)[C@H]1O	4%	11%	4%
COc1ccccc1CNn1c(-c2cccc(C)c2)nc2ccccc2c1=O	?	-8%	?
Cc1ccc(-c2c(C(=O)Nc3ccccc3F)oc(=O)c3ccccc23)cc1	?	2%	?
Cc1cc(CCN2CCC(=O)NC2=S)ccc1OC(C)C	-3%	6%	-23%
Cc1ccc(S(=O)(=O)/C(C#N)=C/c2c(N3CCN(C)CC3)nc3ccccn3c2=O)cc1	-19%	-4%	-32%
COc1cccc(C(=O)c2cn(CC(=O)Nc3cccc(C)c3C)c3nc(C)ccc3c2=O)c1	-18%	3%	-13%
CCOc1ccc(OCC)c(NC(=O)c2ccc(CNc3c(N4CCCC4)c(=O)c3=O)cc2)c1	?	nt	?
COc1cc(C(=O)Oc2cc(C)cc(C)c2)cc(OC)c1OC	-3%	2%	-2%
COC(=O)[C@H](Cc1c[nH]c2ccccc12)NC(=O)NCc1ccccc1	11%	nt	4%
CCCc1cc(=O)[nH]c2nnc(SCC(=O)Nc3nnc(CC)s3)n12	-8%	nt	-6%
Cc1ccccc1-c1nc2cc(N)ccc2o1	7%	2%	-26%
CNC(=S)N/N=C/c1cn(Cc2c(F)cccc2Cl)c2ccccc12	?	8%	12µM*
Cc1ccc(S(=O)(=O)Nc2nc3ccccc3nc2N2CCN(c3ccccc3F)CC2)cc1	3%	5%	2%
CCCCOc1ccc(CN2CCCCC2)cc1	-22%	0%	-11%
O=C1N=C(N2CCN(c3ccccc3)CC2)S/C1=C/c1ccco1	-26%	3%	?
Cc1cccc(S(=O)(=O)N2CN(Cc3ccco3)c3nc4ccccc4nc32)c1	18µM*	6%	?
CCOC(=O)N1CCC(Nc2c(-c3ccc(C)c(C)c3)c(=O)c2=O)CC1	-26%	-2%	-25%
COc1ccc(NC(=O)N2CCCCC2c2cccnc2)cc1 (centres undefined)	4%	3%	-8%
CC[C@@H](C)[C@H](NC(=O)Cc1c(C)c2cc3c(C)c(C)oc3c(C)c2oc1=O)C(=O)O	0%	nt	7%
N#Cc1c(NC(=O)CCCC(=O)O)sc2c1CCCCC2	0%	0%	0%
COC(=O)Cc1ccc(N(Cc2ccccc2F)S(=O)(=O)c2ccc(C)cc2)cc1	21µM*	-5%	18µM*
CC(C)N1C(=O)CCC1C(=O)N1CCCc2ccccc21 (centres undefined)	-28%	2%	-21%
O=C(CSc1n[nH]c(=O)n1C1CC1)Nc1ccc(F)c([N+](=O)[O-])c1	0%	-3%	-9%
COc1ccc(CC(=O)NCc2nnc(SCc3ccc([N+](=O)[O-])cc3)n2C)cc1	9%	4%	-5%
CN1CCN(c2ncc3nc(-c4cn(C)c5ccccc45)c(=O)n(-c4ccccc4)c3n2)CC1	?	nt	?
O=[N+]([O-])c1cccc(-c2nnc(-c3ccccc3)o2)c1	-2%	0%	-35%
Cn1c(C(=O)N2CCC(C(=O)NCCc3ccc(S(N)(=O)=O)cc3)CC2)cc2sccc21	7%	3%	-23%
CC12CCC(C(=O)N(CC(O)CN3CCN(Cc4ccccc4)CC3)C1=O)C2(C)C (centres undefined)	-12%	1%	-6%
CC(=O)c1c(C)[nH]c(C(=O)OCc2ccccc2F)c1C	15µM*	7%	21µM*
Cc1ccccc1CN1CCNC(=O)C1CC(=O)NC1CCCCCCC1 (centres undefined)	?	3%	-23%
CCCCC[n+]1ccn(-c2nc3ccccc3nc2[N-]S(=O)(=O)c2ccc(C)cc2)c1	-2%	0%	-5%
COc1ccc(C2c3ccc4ccccc4c3Oc3ncn4nc(Cc5ccccc5)nc4c32)cc1OC (centres undefined)	-26%	3%	?
Cc1ccc(C2C3=C(NCCN=C3c3ccccc3)C(=O)N2c2ccccc2)cc1 (centres undefined)	21µM*	3%	23µM*
CC(C)c1ccc(Oc2cccc(C(=O)/C(C#N)=C/N(C)C)c2)cc1	-3%	4%	-7%
Nc1nnn(CC(=O)N/N=C/c2cccc3ccccc23)n1	5%	4%	-5%
C=CC[n+]1c(-c2ccc(C)cc2)csc1NNC(=O)Nc1ccccc1	10µM*	10%	9.2µM*
CNC(=O)C(=O)NCC1OCCN1S(=O)(=O)c1ccc(C)cc1 (centres undefined)	5%	1%	0%
Cc1nc(CC(=O)O)c(-c2ccccc2)s1	8%	7%	-2%
COCCNC(=O)C1(C)CCCN(Cc2ccc(Cl)nc2)C1 (centres undefined)	-4%	nt	5%

Structures above that have bromine, in the order listed:
SMILES	DT40 TDP1 CPT	TDP1 inh	DT40 TDP1 no CPT
COc1ccc(-c2c(C(=O)c3ccccc3)[nH]c(N)c2C(=O)c2ccc(Br)cc2)cc1OC	?	nt	?
CC(=O)Cn1ncc(N2CCOCC2)c(Br)c1=O	-3%	5%	2%
Cc1ccn2c(Cc3ccccc3)c(-c3ccc(Br)cc3)nc2c1	21µM*	nt	?

Outcome played no part in choosing rows (roughly 18% active in at least one column).
